Source: PubChem (National Center for Advancing Translational Sciences (NCATS))
RGS4 inhibitor – blocks human RGS4-accelerated GTP hydrolysis | P49798 | Transcreener GDP fluorescence polarization, RGS4-accelerated GTP hydrolysis | Potency, µM (top dose mostly 114 µM), without a hit: at the top dose activity change, negative = inhibition, actives largely listed as inhibitors | actives 0.039% (n = 390,000) | AID 504845; further: potency means the concentration at half of the fitted maximal effect; on the % scale 0 is the no-effect control and ±100 the full control effect; nearly all actives have a fitted effect of over 75% in size; some results filed as inactive show a strong effect at the top dose
Target sequence (P49798 whole entry, looked up): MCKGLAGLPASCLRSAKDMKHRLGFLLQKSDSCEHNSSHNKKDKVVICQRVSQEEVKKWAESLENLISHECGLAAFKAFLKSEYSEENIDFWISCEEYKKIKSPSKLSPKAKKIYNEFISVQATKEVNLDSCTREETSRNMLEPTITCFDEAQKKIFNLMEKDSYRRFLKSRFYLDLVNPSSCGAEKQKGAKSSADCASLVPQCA
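MLSMR compounds (23 nl, pin-transferred) preincubated 10 min at room temperature with a 500nM (2x) first reagent, then RGS4 at 900nM (2x) plus Transcreener GDP mix added; fluorescence polarization (620/688 nm) read before and after 90 min at 30 °C.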
G9a inh – inhibitors of human histone lysine methyltransferase G9a. G9a H3K9 monomethylation, AlphaScreen, 2 h. Potency, µM (doses to about 102 µM), for inactives: at the top dose activity, negative = inhibition, actives largely listed as inhibitors. actives 8.8% (n = 350,000). AID 504332; further: potency means the concentration at half of the fitted maximal effect; on the % scale 0 is the no-effect control and ±100 the full control effect; nearly all actives have a fitted effect of over 75% in size
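Quantitative HTS format: methyltransferase activity on a biotin-tagged H3K9 peptide is measured by AlphaScreen, using a rabbit anti-monomethyl-H3K9 antibody with streptavidin donor and anti-IgG acceptor beads. Final levels are 20 nM enzyme, 500 nM peptide, 20 uM SAM; 2 h RT.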
ALOX12 inh – inhibitors of human 12S-lipoxygenase ALOX12 | P18054 | purified 12hLO, xylenol orange hydroperoxide absorbance | actives 1.1% (n = 580,000) | Potency, µM (doses to about 108 µM), for inactives: at the top dose activity change, negative = inhibition, usual class: inhibitors; further: potency means the concentration at half of the fitted maximal effect; on the % scale 0 is the no-effect control and ±100 the full control effect
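Purified human 12hLO at 150 nM in 25 mM Hepes, 0.01% Triton X-100, pH 7.0, preincubated 15 min at room temperature with compound. Reaction started with 40 uM arachidonic acid, 30 min at room temperature. Hydroperoxide measured by Fe-xylenol orange, 573/405 nm absorbance ratio.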
JMJD2A Tudor – blocks the human JMJD2A Tudor domain; AlphaScreen JMJD2A-Tudor / H3K4me3 peptide binding; Potency, µM (doses to about 114 µM), for the others: at the top dose activity change, negative = inhibition, actives largely listed as inhibitors; actives 4.4% (n = 390,000); AID 504339; further: potency means the concentration at half of the fitted maximal effect; on the % scale 0 is the no-effect control and ±100 the full control effect; nearly all actives have a fitted effect of over 50% in size
GLS inhibitor – blocks human kidney-isoform glutaminase activity; GLS enzymatic activity, qHTS titration; AID 624170; Potency, µM (highest dose often 45.5 µM), without a hit: at the top dose activity change, negative = inhibition, most hits filed as inhibitors; actives 0.21% (n = 410,000); further: potency means the concentration at half of the fitted maximal effect; on the % scale 0 is the no-effect control and ±100 the full control effect
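Assay buffer: 45 mM KH2PO4 pH 8.2, 0.02% Tween-20. hKGA acts on L-glutamine (1 mM solution added); product glutamate is reported by an oxidase/peroxidase Amplex Red coupling, with fluorescence taken at baseline and 30 min.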
HP1b binding inh – inhibitors of HP1-beta chromodomain binding to methylated histone tails; P83916; AlphaScreen HP1-beta / biotin-H3K9me3 peptide binding; Potency, µM (top dose mostly 114 µM), inactives show at the top dose activity change, negative = inhibition, most hits filed as inhibitors; actives 0.56% (n = 390,000); AID 540317; further: potency means the concentration at half of the fitted maximal effect; nearly all actives have a fitted effect of over 70% in size; inactives centre near 23
Target sequence (P83916 whole entry, looked up): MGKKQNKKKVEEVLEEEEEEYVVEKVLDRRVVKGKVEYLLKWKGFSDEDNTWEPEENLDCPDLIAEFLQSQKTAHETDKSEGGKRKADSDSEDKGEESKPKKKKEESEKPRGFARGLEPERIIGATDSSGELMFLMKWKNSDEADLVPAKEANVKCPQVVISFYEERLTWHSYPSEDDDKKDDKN
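Compound inhibition of the preformed complex between 50 nM HP1-beta and 50 nM biotinylated H3K9me3 peptide was read by AlphaScreen. Buffer was PBS pH 7.4 with 0.01% Tween-20. Incubations ran 30 min at room temperature, with 10 ug/mL donor/acceptor beads.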
ERG-DNA inh – ERG Ets/DNA interaction inhibition; P11308; fluorescence polarization, His-ERG Ets domain / labelled DNA; Potency, µM (titrated, usually from 76.9 µM), inactives show at the top dose FP activity, negative = inhibition, most hits filed as inhibitors; actives 0.028% (n = 370,000); active means well fitted inhibition curve with a large enough effect in the polarisation, with a control signal flat; inconclusive means small, poorly fitted or top-dose-only effect, or effect the other way, or a change in a side signal; inactive means no such curve, though single readings can be large or run the other way; the % refers to the polarisation;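 further: polarization taken with two DNA probes labelled with fluorescein and Texas red; potency means the concentration at half of the fitted maximal effect; % of control where 0% means no effect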
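His-tagged ERG Ets domain (1 uM in the protein solution; 300mM KCl, 50mM Tris-HCl, 1mM EDTA, 1mM DTT, pH 7.5) received compound, then a probe mix of 5 nM fluorescein-DNA and 100nM Texas-615-DNA. Fluorescence polarization was read for both dyes.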
PI4K2A block – PI4K2A (human) kinase inhibition | activity change, negative = inhibition, % at 76.9 µM | AID 1346378 | actives 0.13% (n = 420,000) | purified PI4K2A, ADP-Glo luminescence, 1 h; hits give low values; in the data active means activity change below about -50%; inconclusive means mostly about -30% to -49%;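 further: -100% = wells without enzyme as full effect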
Target sequence (Q9BTU6 whole entry, looked up): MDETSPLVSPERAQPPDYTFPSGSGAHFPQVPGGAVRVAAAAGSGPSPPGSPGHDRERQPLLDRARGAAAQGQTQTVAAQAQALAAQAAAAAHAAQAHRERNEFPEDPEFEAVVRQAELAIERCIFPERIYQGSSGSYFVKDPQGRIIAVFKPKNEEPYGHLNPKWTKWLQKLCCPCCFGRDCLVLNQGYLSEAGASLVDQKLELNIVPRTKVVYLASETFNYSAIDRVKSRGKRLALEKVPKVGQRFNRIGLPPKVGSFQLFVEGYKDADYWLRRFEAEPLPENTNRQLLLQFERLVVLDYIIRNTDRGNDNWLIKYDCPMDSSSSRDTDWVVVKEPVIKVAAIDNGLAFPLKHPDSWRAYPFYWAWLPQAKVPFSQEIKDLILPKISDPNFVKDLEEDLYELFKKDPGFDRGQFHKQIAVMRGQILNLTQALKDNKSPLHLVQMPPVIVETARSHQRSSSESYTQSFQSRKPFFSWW
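Compounds are screened against recombinant PI4K2A using PI as substrate and ATP, the latter dispensed at 300 microM. Reactions run one hour at ambient temperature before ADP-Glo detection; full inhibition defined by wells lacking enzyme.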
BAZ2B block – BAZ2B (human) inhibition | Q9UIF8 | AlphaScreen BAZ2B-H3K14Ac peptide displacement | Potency, µM (series often up to 114 µM), for inactives: at the highest dose activity change, negative = inhibition, actives largely listed as inhibitors | actives 4.4% (n = 360,000) | AID 504333; further: potency means the concentration at half of the fitted maximal effect; on the % scale 0 is the no-effect control and ±100 the full control effect; nearly all actives have a fitted effect of over 60% in size
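Compounds, titrated to a top concentration of 110 uM, were incubated 30 min at room temperature with preformed BAZ2B/acetyl-K14 H3 peptide complex (50 nM each). Proximity signal was measured by AlphaScreen after 20 min with beads.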
* hit, by the source's call; ? = inconclusive; . = not tested or not shown; [ ] = dose if it differs, or a comment. Unless noted, the call rests on the fitted dose curve; in most records, active means well fitted curve in the direction sought with a large enough effect; inconclusive means small, poorly fitted or top-dose-only effect, or another doubt; inactive means no such curve, though single readings can be large; an effect the other way counts as inactive or inconclusive. Not all compounds are listed; count on the stated rates, not on these rows.

SMILES	RGS4 inhibitor	G9a inh	ALOX12 inh	JMJD2A Tudor	GLS inhibitor	HP1b binding inh	ERG-DNA inh	PI4K2A block	BAZ2B block
CCc1ccc(NC(=O)CSc2nc(-c3ccc(C)cc3)nc3c2Cc2c(CO)cnc(C)c2O3)cc1	4%	10%[12.7 µM]	-27%	-24%	-22%	43%[activator]	-4%	4	50µM*
CC1CCCN(S(=O)(=O)c2cc(Cl)ccc2Cl)C1 (stereo not drawn)	32%	?	0%	75%[activator]	-2%	151%[activator]	-2%	3	187%[activator]
CCOC(=O)c1cnc2c(cnn2C)c1Oc1ccc(OC)cc1	-24%	-5%	-13%	-12%	3%	21%	-16%	-2	-11%
CSc1ccc(/C=N/NC(=O)CN2CCN(Cc3ccc(C)cc3)CC2)cc1	-20%	10%	-13%	-6%	0%	27%	2%	0	9%
CC(=O)c1cccc(NC(=O)Nc2c(C)nn(C)c2C)c1	9%	1%[12.7 µM]	0%	10%	10%	25%	2%	-7	-7%
CCOC(=O)c1c(N)sc2c1CCCC2=O	8%	.	180%[activator]	-12%	-3%	-3%	-1%	-2	-9%
CC(C)(C)NC(=O)N1CCCN(c2ccc(C(F)(F)F)cn2)CC1	3%	20%	90%[activator]	-11%	6%	1%	6%	3	1%
O=C1CC(c2ccco2)Cc2nc(N3CCc4ccccc4C3)ncc21 (stereo not drawn)	-2%	45µM*	?	-25%	7%	-11%	-6%	-5	?
CCn1c(=O)cc(OCC(=O)Nc2ccc(C)c(F)c2)c2ccccc21	3%	-19%[59 µM]	-30%	-16%	-1%	14%	0%	-1	-3%
CCN(CC(=O)Nc1cccc(F)c1)Cc1nc2ccccc2c(=O)[nH]1	20%	-47%	0%	-6%	7%	14%	19%	3	-5%
Cc1ccc(S(=O)(=O)N(CC(=O)NCCSc2ccc(Cl)cc2)c2cccc(Cl)c2)cc1	-15%	8%[59 µM]	5%	0%	-4%	75%[activator]	1%	0	0%
Cn1cnnc1SCC(=O)NC(=O)NCc1ccccc1	19%	4%[59 µM]	19%	-1%	-1%	42%[activator]	-1%	3	9%
Cc1ccc(CNC(=O)CN2CCCN(Cc3ccc(F)cc3)S2(=O)=O)cc1	3%	-2%[12.7 µM]	?	6%	2%	42%[activator]	6%	6	2%
COc1ccccc1NC(=O)c1c(C)oc2c1CCCC2	-48%	4%[59 µM]	6%	25%	-2%	47%	-9%	10	11%
C=CCCC1(C)C(=O)N(c2ccccc2)c2ccccc21 (stereo not drawn)	5%	132%[activator]	13%	58%[activator]	3%	74%[activator]	2%	-2	43%[activator]
CCOC(=O)c1cc(OC(=O)c2ccc(OC)c(OC)c2)n(-c2ccccc2)n1	-3%	6%[59 µM]	-28%	-20%	8%	31%	-4%	-2	-20%
CCOC(=O)c1cc(C)[nH]c(=O)c1C#N	-8%	15%	?	1%	-2%	27%	-4%	-3	28%
CC(/C=N/NC(=O)c1cc(C(C)C)[nH]n1)=C\c1ccccc1	-12%[11.4 µM]	-5%	12%	-24%	18%	-1%	-4%	-3	12%
Cc1ccc(/C=C/C(=O)OC(C)C(=O)Nc2ccc(Cl)cn2)o1 (stereo not drawn)	-41%	?	?	-15%	-7%	-1%	8%	0	-33%
CCc1ccccc1OCC(=O)Nc1cccc(S(=O)(=O)NC2=NCCC2)c1	3%	-10%[59 µM]	-5%	-8%	-1%	46%[activator]	4%	0	10%
O=C1Nc2ccc([N+](=O)[O-])cc2OC1CCN1CCCC1 (stereo not drawn)	1%	2%	0%	-4%	-3%	22%	5%	-1	-19%
COC(=O)c1cc2c(=O)c3ccccc3oc2nc1C	-12%	11%	5%	-3%	?	27%	-7%	-2	-4%
CC(=O)Nc1cccc(S(C)(=O)=O)c1	-21%	21%[59 µM]	7%	?	-15%	37%[activator]	20µM*	0	-5%
CCC(CC)c1nnc(NS(=O)(=O)Cc2ccccc2)s1	9%	5µM*	17%	-12%	-1%	11%	-19%	4	53%[activator]
CCOc1ccc(CNC(=O)c2ccc3c(c2)c(C)c(C)n3C)cc1	8%	-48%[59 µM]	-18%	?	8%	-11%	-7%	3	40µM*
CCN1C(=O)C(C)S/C1=N\S(=O)(=O)c1ccc(F)cc1 (stereo not drawn)	12%	8%[59 µM]	-6%	-11%	4%	-2%	-6%	5	8%
Cc1csc(SCc2ccc(C(=O)O)cc2)n1	-4%	45µM*	0%	5%	.	24%	6%	5	-34%
COc1ccc(NC(=O)CN(C)CC(=O)NCC2CCCCC2)cc1	13%	56µM*	-3%	?	-5%	17%	2%	-4	0%
COc1ccccc1NC(=O)COC(=O)Cc1cccs1	-12%	-11%[59 µM]	1%	1%[57.1 µM]	1%	52%[activator]	5%	0	-6%
Cc1cc(C)cc(NC(=O)c2cn3c4c(ccc(Cl)c4c2=O)OC(C)C3)c1 (stereo not drawn)	0%	?	5%	-10%	0%	30%	2%	1	-3%
Cc1ccc(NC(=O)Cn2cc(S(=O)(=O)c3ccc(F)cc3)c(=O)c3cc(F)ccc32)cc1	-40%	-22%	139%[activator]	?	5%	2%	-4%	3	14%
Cc1ccc(CC(=O)NCCS(=O)c2ccc(C)cc2)cc1 (stereo not drawn)	-7%	-2%	-26%	5%	-2%	26%	0%	2	-7%
CCC/C(=N\NC(=O)c1ccccc1C)c1ccccc1	-35%	9%[59 µM]	2%	-13%[57.1 µM]	2%	67%[activator]	-1%	-4	3%
Cc1cc2c(SCC(=O)Nc3cccc(O)c3)ncnc2s1	?	.	-6%	50µM*	-3%	5%[57 µM]	18%	-2	.
O=C(CCN1CCCCO1)N1CCCC(N2CCN(c3ccc(F)cc3)CC2)C1 (stereo not drawn)	-11%	2%[59 µM]	9%	-14%	9%	33%	8%	-5	-27%
CN(C)C=Nc1nonc1N	4%	14%[59 µM]	0%	4%	-8%	29%	-9%	6	-2%
CCOC(=O)N1CCN(C(=O)c2c[nH]c3ccc(S(=O)(=O)N(C)c4cccc(C)c4)cc3c2=O)CC1	18%	16%	-8%	-3%	1%	44%[activator]	6%	-2	-11%[57.1 µM]
O=C(Nc1ccc(F)cc1)c1cccc2c1C(=O)N(Cc1ccccn1)C2	10%[11.4 µM]	-5%[59 µM]	?	-14%[11.4 µM]	-15%	-21%	0%	-12	5%
C[C@H](NC(=O)c1ccco1)C(=O)Nc1nc(-c2ccccn2)cs1	7%	.	-2%	45µM*	-1%	30%	12%	-1	.
CCCCN(CC)c1nc(-c2ccccc2F)nc2ccccc12	-22%	45%[activator][59 µM]	-12%	111%[activator]	4%	161%[activator]	-3%	-3	191%[activator]
c1ccc2nc(-c3ccc4c(c3)OCO4)ccc2c1	0%	180%[activator]	?	47%[activator]	-2%	84%[activator]	-3%	-9	57%[activator]
Cc1ccc(NC(=O)C2CCCN(S(=O)(=O)c3cccc4cccnc34)C2)c(Br)c1 (stereo not drawn)	6%	1%[59 µM]	-22%	-23%	0%	26%	-1%	0	5%
Cc1cc(C(C)(C)C)cc(S(=O)(=O)NCC(=O)O)c1C	-13%	13%[12.7 µM]	0%	-23%	15%	24%	-11%	0	-16%
COC(=O)c1ccc(C(=O)Nc2ccc(N)cc2N)cc1	-30%	45µM*	303%[activator]	-26%	14%	-1%	11%	-9	?
CCOc1ccccc1C1c2[nH]c3ccccc3c2C[C@H]2C(=O)N(C3CC3)CC(=O)N12 (stereo partly drawn)	-4%	-35%	16%	-22%	2%	21%	-13%	0	-30%

Single values from the results shown:
Cc1ccc(NC(=O)C2CCCN(S(=O)(=O)c3cccc4cccnc34)C2)c(Br)c1 (stereo not drawn) in BAZ2B block → 5%
C[C@H](NC(=O)c1ccco1)C(=O)Nc1nc(-c2ccccn2)cs1 in HP1b binding inh → 30%

More compounds follow:
SMILES	RGS4 inhibitor	G9a inh	ALOX12 inh	JMJD2A Tudor	GLS inhibitor	HP1b binding inh	ERG-DNA inh	PI4K2A block	BAZ2B block
Cc1cc(NC(=O)c2cnn3c(C(F)F)cc(-c4ccccc4)nc23)no1	-6%	-4%[59 µM]	-8%	-17%	?	31%	-6%	-3	8%
Cc1ccc(NC(=S)NNC(=O)c2ccccc2OC(F)F)cc1	-6%	-13%[59 µM]	-1%	-15%	18%	4%	-6%	7	-4%
O=C(NC(=S)Nc1ccccc1)c1ccc(-c2ccccc2)cc1	10%	18%[59 µM]	-26%	-15%	3%	?	3%	-5	7%
Cc1ccc(S(=O)(=O)N2CCN(CC(=O)NC(C)c3ccccc3)CC2)cc1 (stereo not drawn)	2%	7%	-1%	-13%	24%	14%	6%	2	8%
CC1(OC(=O)CCc2ccccc2)C(=O)C=C2C=C(c3ccc(C#N)cc3)N(CCc3ccccn3)C=C2C1=O (stereo not drawn)	-11%	-26%[59 µM]	-11%	-28%	-1%	7%	-4%	-4	?
O=C(c1cccc2ccccc12)C1CCCN(C(=O)CCN2CCCO2)C1 (stereo not drawn)	0%	-5%[59 µM]	25%	-33%	-9%	3%	7%	2	-24%
CCn1c(O)c(N=N)c2ccccc21	25%	3%	6%	-5%	-4%	12%	-4%	2	-22%
Cc1ccc(S(=O)(=O)N2CCN(c3ncnc4sccc34)CC2)cc1C	-15%	?	2%	-16%	3%	23%	11%	-3	5%
Cc1ccccc1OCC(=O)Nc1nc2ccccc2[nH]1	9%	4%	-1%	-11%	5%	9%	-1%	7	-30%
